Compound activity from PubChem BioAssay.
NR2E3 ag-1: agonists of human NR2E3 nuclear receptor. 360,000 tested, 0.35% active. inhibition of corepressor binding, % at 3.98 µM. AID 602229. CHO-S Gal4-NCOR/VP16-NR2E3 two-hybrid, luciferase;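 active means inhibition above the mean of all tested compounds plus 3 SD, cut at about 70% in these data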;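 further: 0% = DMSO with NR2E3 transfected cells and 100% = cells lacking NR2E3 construct; higher means lower luciferase signal from less NR2E3 corepressor binding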
Target sequence (Q9Y5X4 whole entry, looked up, the tested form may be a part): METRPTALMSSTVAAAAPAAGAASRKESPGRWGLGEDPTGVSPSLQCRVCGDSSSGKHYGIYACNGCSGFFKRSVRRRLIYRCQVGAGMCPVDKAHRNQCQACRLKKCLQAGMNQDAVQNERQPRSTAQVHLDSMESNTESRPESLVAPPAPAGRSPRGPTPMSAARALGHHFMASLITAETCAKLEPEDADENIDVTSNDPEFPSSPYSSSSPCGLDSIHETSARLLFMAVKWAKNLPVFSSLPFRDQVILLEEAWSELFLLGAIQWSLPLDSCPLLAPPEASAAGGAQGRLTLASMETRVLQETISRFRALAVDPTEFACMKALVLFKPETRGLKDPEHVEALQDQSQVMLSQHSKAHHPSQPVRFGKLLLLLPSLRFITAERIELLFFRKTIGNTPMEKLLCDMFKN
Vif imaging: inhibitors of HIV Vif; 340,000 tested, 0.35% active; AID 602346; inhibition, % at 7.49 µM; HEK293T cells, Vif self-association by quenched fluorescence, imaging, 24 h; in the data active means inhibition above about 50%, passing the limit was not always enough; inconclusive means no clear call, values can overlap the other calls; inactive means below about 31%; further: some results filed as inactive read as strong as hits
HIF-2a inh: blocks HIF-2a reporter activity; 786-0 RCC cells HIF-2a reporter, luciferase luminescence, overnight; inhibition, % at 18.8 µM; 360,000 tested, 0.72% active; AID 624352;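 active means inhibition of the luminescence signal of 40% or more relative to plate controls, in a single-dose primary screen at 18.75 µM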
CaV13 ICDI inh: Disruptors of the CACNA1D IQ motif to Ca2+-dependent inactivation inhibitor domain association, primary screening, Förster resonance energy transfer in intact living …; HEK cells, CFP/YFP FRET ICDI-IQ, plate reader, 10 min; percent FRET-ratio fall versus neutral wells; inhibition, % at 12.3 µM; 340,000 tested, 0.098% active; AID 743397;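 active means mean replicate inhibition of at least 30% and at least 1% of replicates passing that level; inconclusive means only one of the two criteria is met; inactive means neither criterion is met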;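 further: 0% = median of the neutral control wells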
CF NFkB inh: inhibitors of cystic fibrosis induced NF-kB. KKLEB NF-kB-GFP reporter, PAF-induced, GFP fluorescence overnight. inhibition, % at 5 µM. 360,000 tested, 0.86% active. AID 588850;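 active means at least 50% inhibition at 5 µM, scaled per plate between neutral and stimulator controls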;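 further: PAF is a Pseudomonas aeruginosa culture filtrate used as stimulus; plate controls were PAF-stimulated DMSO wells for no effect and unstimulated DMSO wells for full effect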
Peg3 promoter: Peg3 promoter activity inhibition. HeLa PEG-Prom luciferase reporter, luminescence, overnight. inhibition, % at 20 µM. 360,000 tested, 1.7% active;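 active means inhibition of at least 50% at 20 µM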
NR2E3 ag-2: NR2E3 (human) agonism. GST-NR2E3/biotin-RetCOR TR-FRET, 1536-well. inhibition of corepressor binding, % at 4.78 µM. 320,000 tested, 0.12% active. AID 2300. Q9Y5X4;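 active means percent inhibition above the cutoff of mean plus 3 SD of all tested compounds, set per screening campaign, cut at about 20% in these data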;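 further: 0% = DMSO wells and 100% = biotin wells as full block of FRET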
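Material: NR2E3–RetCOR corepressor complex / Amount: 1.35 nM GST-NR2E3 / Medium: Tris pH 7.5 / Compound: single nominal compound dose of 4.8 µM / Incubation: 5 h at 4 °C / Technique: TR-FRET, Eu(K)-anti-GST donor, streptavidin-D2 acceptor, ex 340, em 617/671 nm / Read-out basis: percent loss of FRET ratio relative to control wells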
KKLEB cytotox: CF airway cell cytotoxicity counter-screen; KKLEB CF airway cells viability, ATPlite luminescence, overnight; hits give low values; cells stimulated with P. aeruginosa culture filtrate; activity change (cytotoxicity), % at 5 µM; 360,000 tested, 0.36% active; AID 602141;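 active means corrected activity change at or below -50% at 5 µM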
PDI inh: inhibitors of human protein disulfide isomerase. 350,000 tested, 0.052% active. inhibition, % at 10 µM. PDI insulin aggregation turbidity, A650, 90 min. P07237. AID 588391;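 active means mean inhibition across replicates of 30% or more, whatever share of single replicates reach that level; inconclusive means mean inhibition below 30% while every single replicate reaches 30%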;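 further: absorbance from insulin aggregation driven by PDI reduction with DTT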
Target sequence (P07237 whole entry, looked up): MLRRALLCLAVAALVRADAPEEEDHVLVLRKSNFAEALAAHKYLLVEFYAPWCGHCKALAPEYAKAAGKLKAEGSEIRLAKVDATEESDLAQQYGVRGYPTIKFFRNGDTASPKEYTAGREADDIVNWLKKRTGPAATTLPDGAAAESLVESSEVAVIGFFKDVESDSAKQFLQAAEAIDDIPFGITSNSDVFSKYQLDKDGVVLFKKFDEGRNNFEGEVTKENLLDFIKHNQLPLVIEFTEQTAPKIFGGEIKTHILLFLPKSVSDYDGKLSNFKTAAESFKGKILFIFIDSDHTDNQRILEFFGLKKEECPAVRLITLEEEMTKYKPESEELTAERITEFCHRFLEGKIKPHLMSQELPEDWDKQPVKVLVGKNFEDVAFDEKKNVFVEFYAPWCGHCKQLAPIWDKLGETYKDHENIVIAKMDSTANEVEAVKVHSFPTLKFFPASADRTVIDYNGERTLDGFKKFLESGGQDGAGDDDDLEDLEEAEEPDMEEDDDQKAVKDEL
MITF TRPM1 inh: inhibitors of MITF-driven TRPM1 promoter in melanoma cells; inhibition, % at 12.5 µM; AID 488899; SK-MEL-5 TRPM1 promoter luciferase, 24 h; 330,000 tested, 0.83% active;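 active means mean inhibition across replicates of 60% or more, whatever share of single replicates reaches that level; inconclusive means some that reach 60%, reason not given; inactive means mean inhibition across replicates below 60%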; further: values of inactives mirror those of a sister screen read the other way
Shn3 3UTR inh: reduces Shn3 3'UTR luciferase signal in osteoblasts. 360,000 tested, 0.52% active. inhibition, % at 12.5 µM. Clone20 osteoblast Shn3 3'UTR firefly luciferase, 24 h;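 active means mean inhibition of at least 75% with every replicate also reaching 75%; inconclusive means mean inhibition at least 75% but some replicate below; inactive means mean inhibition below 75%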;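 further: 0% = median of neutral control wells and 100% = pilot-screen positive control compound; some compounds past the cut are filed as inactive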
An asterisk follows results filed as active; ? = inconclusive; . = not tested or not shown.

SMILES	NR2E3 ag-1	Vif imaging	HIF-2a inh	CaV13 ICDI inh	CF NFkB inh	Peg3 promoter	NR2E3 ag-2	KKLEB cytotox	PDI inh	MITF TRPM1 inh	Shn3 3UTR inh
O=C(COC(=O)/C=C/c1cccc(C(F)(F)F)c1)NCc1ccccc1	-42	-4	17	-5	-1	3	3	10	7	-4	22
O=C(Cc1ccccc1F)OCN1C(=O)c2ccccc2C1=O	1	-7	0	-7	-34	5	2	6	5	12	-3
O=C(O)c1nccnc1C(=O)NCc1csc2ccc(Cl)cc12	-13	1	10	-19	-14	13	1	20	4	-1	-7
CC(=O)c1ccc(NC(=O)N[C@@H](CC(C)C)C(=O)O)cc1	-8	-5	8	-4	6	10	5	-1	2	-12	-35
COc1ccc(C)cc1NC(=O)CCCN1C(=O)NC(C)(C)C1=O	-33	0	9	-6	-10	-6	0	9	-8	0	-5
CCCS(=O)(=O)c1ccc(COC(=O)c2ccc(NC(C)=O)cc2)cc1	8	2	-9	-4	-11	-2	1	6	1	-3	-33
COc1ccc(C(=O)C2CCCN(Cc3nc4ccccc4nc3C)C2)cc1OC (stereo not drawn)	6	-5	13	-7	2	5	-1	-16	-3	10	9
O=C(NCCc1ccncc1)Nc1ccc(Cl)cc1	-10	-1	-13	-6	-5	-4	2	-3	-1	6	0
O=C(NCc1cccnc1)c1csc([C@@H]2O[C@H](CO)[C@H](O)[C@H](O)[C@H]2O)n1	27	-3	13	-5	16	13	.	-3	-1	.	-11
CSCCC(NC(=O)c1ccco1)C(=O)N1CCC(C(N)=O)CC1 (stereo not drawn)	4	2	8	-13	17	11	-1	12	5	5	-11
Cc1nc(=O)c(-c2ccccc2)c(C)n1-c1ccccc1Cl	-6	2	15	-20	21	10	0	1	10	.	15
CCN(C(=O)COC(=O)c1cc2c(s1)CCCCC2)C1CCS(=O)(=O)C1 (stereo not drawn)	9	0	2	-5	-2	9	-1	8	-7	0	5
CC(=O)N[C@@H](Cc1c[nH]c2ccccc12)C(=O)OCC(=O)Nc1ccc2c(c1)OCO2	-14	4	-13	-9	-4	4	.	-11	-1	6	11
CCc1nc(CN2CCN(Cc3ccc(F)c(F)c3)C(CCO)C2)c(C)[nH]1 (stereo not drawn)	21	2	13	-8	-3	10	1	6	-2	-2	-8
CC(=O)c1cccc(NC(=O)c2cccc(NC(=O)c3ccco3)c2)c1	20	-6	8	-5	-17	8	6	12	-2	-2	17
Fc1ccc(-n2cc(-c3ccccc3)c3c(N4CCOCC4)ncnc32)cc1	26	-4	17	-4	86*	54*	4	-2	-3	8	27
CCCCNC(=O)C1CCCN1S(=O)(=O)c1cccc2nsnc12 (stereo not drawn)	-2	1	8	-5	8	17	-1	0	-3	-2	7
COCc1cc(C)nc(N2CCNCC2)c1C#N	-29	4	15	-5	-4	3	0	-1	27	-1	-4
Cc1ccc(NC(=O)CNC(=O)Cc2cccc3ccccc23)nc1	1	-3	-19	-3	12	7	-2	-4	0	19	-1
CC(C)(C)c1cc(C(=O)NNS(=O)(=O)c2ccccc2)n[nH]1	-23	0	-3	-17	-19	5	3	9	4	-2	-8
O=C(CSc1nc2[nH]ncc2c(=O)[nH]1)Nc1cc(C(F)(F)F)ccc1Cl	-45	-10	5	-10	2	-1	.	4	-9	.	4
COc1cccc(-c2nnn(CC(=O)N(CC(C)C)C3CCS(=O)(=O)C3)n2)c1 (stereo not drawn)	12	38	-11	-3	2	-1	1	16	-1	5	4
CCc1ccc(N2C(=O)C(Cl)=C(N3CCOCC3)C2=O)cc1	-26	2	3	-16	-5	-5	7	0	-5	2	8
Cn1cccc1C(=O)C(=O)Nc1cc(Cl)cc(Cl)c1	-46	-19	-227	.	-5	-226	-2	3	-2	-51	-35
O=C(Nc1cccc(C(F)(F)F)c1)c1csc([C@@H]2O[C@H](CO)[C@@H](O)[C@H]2O)n1	2	11	-20	-5	18	-8	.	0	-3	.	-16
Nc1c([N+](=O)[O-])cc2c3c(cccc13)CC2	5	.	13	-12	-95	16	.	-2	.	.	38
Cc1cc(C)cc(OCC(=O)NNC(=O)c2cc3ccccc3o2)c1	-4	7	-21	-13	3	-22	-1	-2	-3	-5	21
COc1ccc2nc(NC(=O)CSc3nc(C)cc(=O)[nH]3)sc2c1	-28	-5	-43	-5	-5	-41	2	4	4	0	3
CC(=O)Nc1ccc(S(=O)(=O)NCC2CCC(C(=O)NCCCN3CCCC3=O)CC2)cc1 (stereo not drawn)	-12	25	10	.	0	1	-2	-4	-9	-5	-24
Cc1ccc(S(=O)(=O)N2CCCCC2)cc1NC(=O)COC(=O)Cc1cccc2ccccc12	-29	-7	12	-10	0	14	-2	4	-3	5	2

Arranged by value in CF NFkB inh (falling): three from the list above.
compound | CF NFkB inh
COc1cccc(-c2nnn(CC(=O)N(CC(C)C)C3CCS(=O)(=O)C3)n2)c1 (stereo not drawn) | 2
Cc1ccc(S(=O)(=O)N2CCCCC2)cc1NC(=O)COC(=O)Cc1cccc2ccccc12 | 0
COCc1cc(C)nc(N2CCNCC2)c1C#N | -4

Following part:
SMILES	NR2E3 ag-1	Vif imaging	HIF-2a inh	CaV13 ICDI inh	CF NFkB inh	Peg3 promoter	NR2E3 ag-2	KKLEB cytotox	PDI inh	MITF TRPM1 inh	Shn3 3UTR inh
O=C(COC(=O)c1ccc2c(c1)OCCO2)Nc1ccccc1C(F)(F)F	-9	5	-2	-7	-30	-12	.	-1	1	.	-3
COc1cc(NC(=O)c2ccc(-c3cccc(F)c3)o2)ccc1NC(=O)c1ccccc1Cl	-21	.	-3	-13	-11	23	.	0	-1	6	11
COc1cccc(CN2CC(C(=O)NCc3ccc(C)o3)CCC2=O)c1 (stereo not drawn)	-19	-3	-7	-2	-45	-2	.	20	0	-4	11
CCN1CCN(Cc2ccc(NC(=O)c3cc(NC(=O)c4cnn(-c5ccccc5)c4N)cc(OC)c3)cc2C(F)(F)F)CC1	-19	-12	-18	-6	45	-34	5	-8	-1	79*	15
Cc1ccc(NC(=O)C2CCCN(C(=O)c3ccc(Cl)cc3)C2)c(C)c1 (stereo not drawn)	5	-11	18	7	-2	2	3	5	-3	-11	-15
Cc1c(C)n2c(SCC(=O)NC3CCCCC3)nnc2[nH]c1=O	21	-9	8	-6	-12	8	-2	8	0	-6	-15
C[C@H](CO)N1C[C@H](C)[C@@H](CN(C)Cc2ccccc2)Oc2ccc(NC(=O)CCCCCC(=O)Nc3ccccc3N)cc2C1=O	3	-2	-6	-8	4	-6	.	-4	1	10	-23
Cc1cc(C)c(NC(=O)CSc2nc3ccc(NC(=O)CSc4nnnn4-c4ccccc4)cc3s2)c(C)c1	3	4	10	-3	71*	84*	-1	-67*	0	16	-1
COc1ccccc1COc1cccn2c(N(C)C(=O)CCC3CCCC3)c(C)nc12	13	-9	11	-8	1	7	.	-18	-3	.	21
COCCNS(=O)(=O)c1ccc(C)c(C)c1C	-5	3	16	5	-6	4	2	21	1	-15	-26
COc1cccc(CNC(=O)C2CCCN(S(=O)(=O)c3cccc4nonc34)C2)c1 (stereo not drawn)	2	-3	-13	.	-6	-5	4	7	-1	-1	-2
CC(=O)Nc1nc(S(=O)(=O)c2ccc(C)cc2)c(Cl)s1	-9	5	15	-5	1	-10	7	0	-7	4	-2
O=C(O)c1ccc2c(c1)NC(=O)C(N1CCCC1)S2 (stereo not drawn)	27	?	-2	.	-9	5	1	14	-4	1	3
CCOC(=O)c1[nH]c(C)c(C(=O)N2CCN(c3ccccc3OC)CC2)c1C	-1	-4	0	-6	-4	11	-5	5	-3	-12	25
O=C(O)c1cc(NC(=S)NC(=O)C(c2ccccc2)c2ccccc2)ccc1Cl	3	-2	18	2	7	5	2	6	-8	-11	-13
COc1ccccc1C(=O)NCCC(=O)NC1CCC(C)CC1 (stereo not drawn)	-46	-9	-264	-2	16	-242	4	0	17	-77	-80
COc1ccc(-c2sc(NC(C)=O)nc2-c2ccccc2)cc1	0	-6	-7	-3	-26	26	2	8	-4	4	2
CCN1CCN(C(=O)CSc2nc3c(c(=O)n(C)c(=O)n3C)n2C)CC1	-14	16	5	-1	2	6	-2	6	-5	-14	-5
CCOc1ccc(NC(=O)Cn2nnc(-c3ccccc3NC(=O)c3cccs3)n2)cc1	2	4	10	.	19	28	2	-14	-3	8	4
COc1cc(CNc2nc3ccccc3n2Cc2ccccc2)ccc1O	0	.	10	-19	-24	10	.	0	-79	.	23
COc1ccc(CCN2CC(C(=O)N(C)CCn3nc(C)cc3C)CCC2=O)cc1 (stereo not drawn)	1	1	3	-7	18	6	-1	-11	-8	3	2
O=[N+]([O-])c1ccc(N2CCCC2)nc1	-29	-3	-2	-13	-8	-10	-2	-3	-14	3	.
Cc1onc(-c2c(F)cccc2Cl)c1C(=O)NCc1ccc(F)cc1	-24	-10	10	-10	6	11	-2	-12	11	-4	-5
CCOC(=O)C1=C(C)N(CCCCCC(=O)O)C(=O)NC1c1ccccc1OS(=O)(=O)c1ccc(C)cc1 (stereo not drawn)	-6	3	20	-6	0	10	1	-2	-2	-9	-5
N#Cc1c(-c2ccccc2)nc(SCC(=O)Nc2ccccc2)[nH]c1=O	-12	5	12	-16	-11	-13	11	12	-7	11	-8
O/N=C/C1=C(Cl)c2ccccc2CC1	-6	-4	-45	-8	20	-24	3	0	6	-21	13
Cc1cccc(NS(=O)(=O)c2cccc(C(=O)N3CC(C)OC(C)C3)c2)c1 (stereo not drawn)	-16	-9	7	-3	-28	16	2	7	4	-1	-2
CC(=O)Nc1ccc(NC(=O)C(C)Oc2ccccc2F)cc1 (stereo not drawn)	-8	-9	-8	-4	7	4	0	3	1	-6	-9
CCOc1ccccc1Oc1cn[nH]c1-c1ccc(OCC(=O)NN)cc1O	-4	.	23	-1	-14	13	5	11	-5	4	-14
COC(=O)N/N=C/c1ccc([N+](=O)[O-])s1	6	-4	4	-4	-28	-5	3	1	16	23	7
CCn1c(=O)c(C(=O)NCCN2CCCCC2)c(O)c2ccccc21	7	4	13	-4	-7	16	-2	-2	-6	4	-8
Cc1ccc(CSc2nnc(NC(=O)Cn3cnc4ccccc4c3=O)s2)cc1	-15	-3	-4	-6	7	-12	4	-2	-3	7	7
Cc1nc2sc(C(c3cccs3)N3CCN(c4ccccc4)CC3)c(O)n2n1 (stereo not drawn)	-20	-5	6	-5	14	4	1	2	.	.	7

Rows are unselected; about 3.3% have a hit in one of these screens.
